esBAF inh = blocks esBAF chromatin remodeling in mouse ES cells | Bmi1-luciferase knock-in reporter, 24 h; 100% = twice the neutral-well signal | reporter increase, % at 12.5 µM | actives 2% (n = 350,000) | AID 602393; in the data active = activation above about 40%;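 note: 0% = median of the plate's neutral control wells and 100% = double that signal; a rise in the Bmi1 reporter signal indicates esBAF inhibition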
ERAP1 HTS inh = ERAP1 (human) enzyme inhibition; Q9NZ08; actives 0.15% (n = 340,000); AID 652197; inhibition, % at 10.7 µM; recombinant ERAP1, Leu-AMC fluorescence, 60 min;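 active = mean replicate inhibition of at least 30%, or all replicates individually reaching that 30% level; inactive = mean below 30% and not every replicate reaching it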;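 note: 0% = neutral control wells and 100% = L-leucinethiol positive control wells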
Target sequence (Q9NZ08 whole entry, looked up): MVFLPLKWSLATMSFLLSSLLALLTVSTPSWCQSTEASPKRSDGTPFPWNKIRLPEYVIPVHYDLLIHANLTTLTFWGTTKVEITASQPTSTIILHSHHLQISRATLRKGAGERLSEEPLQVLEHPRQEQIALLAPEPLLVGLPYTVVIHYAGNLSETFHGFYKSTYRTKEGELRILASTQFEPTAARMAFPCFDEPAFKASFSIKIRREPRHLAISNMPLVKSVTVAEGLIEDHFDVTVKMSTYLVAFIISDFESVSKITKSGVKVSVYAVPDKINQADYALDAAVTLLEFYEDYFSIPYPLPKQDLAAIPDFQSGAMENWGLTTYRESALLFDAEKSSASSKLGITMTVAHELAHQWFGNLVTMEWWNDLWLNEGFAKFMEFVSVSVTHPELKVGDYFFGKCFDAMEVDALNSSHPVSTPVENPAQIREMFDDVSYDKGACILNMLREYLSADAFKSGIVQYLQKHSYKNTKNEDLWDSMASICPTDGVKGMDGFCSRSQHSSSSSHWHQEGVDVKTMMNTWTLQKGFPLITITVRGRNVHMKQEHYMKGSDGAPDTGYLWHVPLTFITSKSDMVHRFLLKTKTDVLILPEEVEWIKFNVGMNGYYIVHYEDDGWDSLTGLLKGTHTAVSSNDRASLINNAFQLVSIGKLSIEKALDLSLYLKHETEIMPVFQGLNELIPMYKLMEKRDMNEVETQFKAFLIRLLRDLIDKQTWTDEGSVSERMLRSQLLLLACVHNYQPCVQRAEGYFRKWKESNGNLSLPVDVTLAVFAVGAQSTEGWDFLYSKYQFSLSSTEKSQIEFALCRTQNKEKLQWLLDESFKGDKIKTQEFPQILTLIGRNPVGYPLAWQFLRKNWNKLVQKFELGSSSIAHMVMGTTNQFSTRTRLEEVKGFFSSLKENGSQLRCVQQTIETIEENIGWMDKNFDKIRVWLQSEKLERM
F508del corr = CFTR F508del correction in bronchial cells. activity (quench increase), % at 7.58 µM. actives 0.36% (n = 350,000). CFBE cells, YFP halide quenching; stimulated with forskolin plus potentiator P3; % fluorescence drop versus neutral controls;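 active = mean added fluorescence quench of at least 8% versus neutral control, with both replicates also reaching 8%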;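 note: cells transiently co-express mutant CFTR-F508del with the halide-sensitive YFP; corrector assay measuring rescue of mutant channel to the surface after 24 h compound exposure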
ARNT-TACC3 inh = ARNT/TACC3 interaction disruption; Q9Y6A5; AlphaScreen His-ARNT PAS-B/GST-TACC3 binding, luminescence; TACC3 fragment carries E629A point mutation; inhibition, % at 9.99 µM; actives 0.66% (n = 390,000); AID 623870;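 active = mean inhibition of replicates at least 50% and at least half of replicates each reaching 50%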;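 note: 0% = complete ARNT plus TACC3 wells and 100% = ARNT alone without TACC3; many hits fall short of the cut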
INS-1E GSIS act = GLuc luminescence reporter in INS-1E cells, primary screen for activators of glucose-dependent secretion of insulin | INS-1E GLuc reporter insulin secretion, 2-3 h | activation, % at 16.6 µM | actives 0.61% (n = 370,000);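 active = lowest replicate activation of at least 40%, so every replicate reaches that level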;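 note: 0% = median of neutral control wells and 100% = median of IBMX positive control wells; some compounds called inactive have numbers as strong as hits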
Xi reactivation = activators of X-chromosome reactivation in mouse fibroblasts. activation, % at 7.58 µM. actives 0.055% (n = 360,000). XiGFP mouse fibroblasts, % GFP-positive cells imaging, 3 d; cells co-treated with 5-aza-dC sensitizer; scaled so ellipticine positive control = 100%. AID 743238;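 active = mean normalized replicate activation at least 10% and every replicate at or above 10%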;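 note: 0% = median of on-plate neutral control wells and 100% = ellipticine 6 µM median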
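Assay system: SV40-immortalized XiGFP fibroblast cells, line 68-5-11; buffer or medium: DMEM plus 5-aza-dC sensitizer; compound: one concentration, pinned; timing: compounds 3 days, fix/stain 15 min at room temperature; benchmarks: positive control ellipticine, 6 µM final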
RAD54 branch = blocks human RAD54 Holliday junction branch migration; Q92698; FAM/BHQ fluorescence; inhibition, % at 10.4 µM; actives 0.14% (n = 360,000); AID 602329;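 active = mean normalized replicate activity at least 40 and at least half of replicates scoring 40 or more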;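 note: 0% = median of neutral control wells and 100% = median of positive control wells; inhibitors cause a drop in the FAM fluorescence signal; in these data hits start at about 50%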
RAD52 inh = inhibitors of human RAD52 DNA annealing | P43351 | recombinant RAD52 DNA annealing, FRET fluorescence | inhibition, % at 18.7 µM | actives 0.46% (n = 360,000) | AID 651710;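 active = every replicate showing at least 50% inhibition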
Numbers without * were called inactive; . = not tested or not shown.

entry	smiles	esBAF inh	ERAP1 HTS inh	F508del corr	ARNT-TACC3 inh	INS-1E GSIS act	Xi reactivation	RAD54 branch	RAD52 inh
1	Cc1ccc(S(=O)(=O)Nc2cccc(C(=O)NCc3ccc(S(N)(=O)=O)cc3)c2)cc1	-4	-1	0.4	15	7	0.4	-10	-8
2	CC1(C(=O)NC2CCCCCCC2)CCC(=O)N1Cc1cccs1 (stereo not given)	-6	.	.	-5	0	.	4	.
3	CN1CCN(C(=O)C[C@@H]2CC[C@H]3[C@@H](COC[C@H](O)CN3Cc3ccc4c(c3)OCO4)O2)CC1	-1	2	-1.9	8	1	0.1	-7	-4
4	CN(C)c1ccc(/C=C/C(=O)c2c(O)c3ccccc3oc2=O)cc1	13	0	5.0	-1	-19	-0.7	-21	-111
5	Cc1ccc(OCC(=O)Nc2ccc3c(c2)nc(CCN2CCC(C)CC2)n3C)cc1	-6	-4	-1.1	0	18	0.6	9	13
6	O=C(C[C@H]1CC[C@@H]2[C@H](COC[C@H](O)CN2Cc2ccc(Cl)cc2)O1)NCCc1ccccc1	2	1	-0.2	-15	-12	-0.1	-5	17
7	CCOC(=O)C1=C(c2ccccc2)NC(=O)NC1c1ccsc1 (stereo not given)	-7	0	-0.6	0	-3	0.3	-2	-9
8	CC(=O)c1ccc(NC(=O)NCc2ccc(F)cc2)cc1	.	-3	-0.6	2	1	0.2	.	-14
9	C=CC(=O)OCCOCCOCCOCCOC(=O)C=C	4	1	-2.6	.	10	.	-6	-12
10	COc1cccc(C(=O)Nc2ccccc2OC(F)(F)F)c1	-6	-2	0.4	-8	5	-0.1	2	-2
11	COc1ccc(NC(=O)N(C)C[C@@H]2Oc3cc(-c4cccc(C(=O)N(C)C)c4)ccc3S(=O)(=O)N([C@H](C)CO)C[C@H]2C)cc1	10	.	-1.0	.	-3	-0.7	.	.
12	NC(=O)c1ncn([C@@H]2O[C@H](CNCc3cc(Cl)ccc3OCc3ccc(Cl)cc3)[C@@H](O)[C@H]2O)n1	3	2	-0.6	-6	-7	0.5	3	-27
13	O=C(O)c1cccnc1SC1CC(=O)N(c2ccc(OC(F)F)cc2)C1=O (stereo not given)	3	0	2.8	-14	-4	0.0	3	-5
14	Cc1ccccc1NC1=C/C(=N\S(=O)(=O)c2ccc(C(=O)O)cc2)c2ccccc2C1=O	3	0	-1.7	31	-49	0.1	2	-2
15	Cc1noc(C)c1S(=O)(=O)N(C)C[C@@H]1Oc2c(NS(=O)(=O)c3ccc(F)cc3)cccc2C(=O)N([C@H](C)CO)C[C@@H]1C	.	1	-1.3	.	-18	0.0	.	-128
16	[O-]/C(=C(\C(=S)NCc1ccccc1)[n+]1ccccc1)c1ccc(Cl)s1	-7	6	4.1	.	10	0.1	-5	-6
17	Cc1cc2nc(C)c(Cl)c(=O)n2[nH]1	.	0	.	1	8	0.0	.	-7
18	O=C(CCN=C1NS(=O)(=O)c2ccccc21)OCC(=O)c1ccccc1	7	-2	-0.4	24	16	-0.2	.	-22
19	O=C(COC(=O)c1ccc2c(c1)S(=O)(=O)N=C1CCCCCN12)NCCc1ccc(F)cc1	-15	-2	1.1	-3	1	0.3	-11	-5
20	C[C@H](CO)N1C[C@H](C)[C@H](CN(C)S(=O)(=O)c2ccccc2)Oc2ccc(NS(=O)(=O)c3ccc(F)cc3)cc2C1=O	-8	.	3.3	25	-5	-1.1	-4	.

Shown screen by screen: 6 of the compounds above.
(8) CC(=O)c1ccc(NC(=O)NCc2ccc(F)cc2)cc1
(9) C=CC(=O)OCCOCCOCCOCCOC(=O)C=C
(10) COc1cccc(C(=O)Nc2ccccc2OC(F)(F)F)c1
(11) COc1ccc(NC(=O)N(C)C[C@@H]2Oc3cc(-c4cccc(C(=O)N(C)C)c4)ccc3S(=O)(=O)N([C@H](C)CO)C[C@H]2C)cc1
(12) NC(=O)c1ncn([C@@H]2O[C@H](CNCc3cc(Cl)ccc3OCc3ccc(Cl)cc3)[C@@H](O)[C@H]2O)n1
(13) O=C(O)c1cccnc1SC1CC(=O)N(c2ccc(OC(F)F)cc2)C1=O (stereo not given)

entry no.,8,9,10,11,12,13
esBAF inh,.,4,-6,10,3,3
ERAP1 HTS inh,-3,1,-2,.,2,0
F508del corr,-0.6,-2.6,0.4,-1.0,-0.6,2.8
ARNT-TACC3 inh,2,.,-8,.,-6,-14
INS-1E GSIS act,1,10,5,-3,-7,-4
Xi reactivation,0.2,.,-0.1,-0.7,0.5,0.0
RAD54 branch,.,-6,2,.,3,3
RAD52 inh,-14,-12,-2,.,-27,-5

(next part)
entry	smiles	esBAF inh	ERAP1 HTS inh	F508del corr	ARNT-TACC3 inh	INS-1E GSIS act	Xi reactivation	RAD54 branch	RAD52 inh
21	O=[N+]([O-])c1ccc(F)c(CN2CCN(c3ncc(Cc4ccccc4)cn3)CC2)c1	.	9	-5.4	.	-13	0.2	.	-4
22	O=c1[nH]c(/C=C/c2ccccc2[N+](=O)[O-])nc2ccccc12	14	.	.	1	18	0.4	-9	.
23	CCC(C)N(C(=O)CSc1nnc(-c2cccs2)n1C1CC1)C1CCS(=O)(=O)C1 (stereo not given)	-7	0	0.0	2	6	-0.1	5	-5
24	O=C(NCC(c1ccco1)N1CCN(c2ccccc2F)CC1)C1CCCCC1 (stereo not given)	-7	2	-0.1	2	-27	0.5	-8	-13
25	CC(C)NC(=O)N(C)C[C@H]1OCCCC[C@H](C)Oc2ccc(NC(=O)c3ccncc3)cc2C(=O)N([C@@H](C)CO)C[C@@H]1C	-4	.	-0.9	.	16	0.4	.	.
26	CCOc1ccc(N2C(=O)CS/C2=N/NC(=O)COc2ccc3ccccc3c2)cc1	-3	-1	1.0	20	-21	.	1	6
27	COC(=O)C1=C(C)NC(=O)C1(NS(=O)(=O)c1ccc(C)cc1)C(F)(F)F (stereo not given)	3	3	-1.4	-8	22	.	-3	-12
28	Cc1ccc(S(=O)(=O)N(C)/N=C2/C(=O)N(CC(=O)O)c3ccccc32)cc1	-12	6	2.2	-20	-7	0.0	.	-18
29	CCN(CC)CC(=O)Nc1ccc(Oc2ccc(NC(=O)CN(CC)CC)cc2)cc1	.	-1	-2.1	-5	-2	0.0	.	4
30	COc1ccc(CNC(=O)CN2C(=O)c3ccccc3C2=O)cc1	5	-4	1.2	2	0	0.1	-6	-9
31	Cc1ccc(S(=O)(=O)N2CCC(C(=O)OCC(=O)N(CCC#N)c3ccc(F)cc3)CC2)cc1C	4	-2	1.1	0	-38	-0.3	6	1
32	CN(CCc1ccccc1)C(=O)c1cccc(NC(=O)Cc2cccc(NC(=O)C3CCCN(S(=O)(=O)c4cccc([N+](=O)[O-])c4)C3)c2)c1 (stereo not given)	-1	.	-4.6	-2	-24	-0.1	2	-28
33	CC1CN(C(=O)c2ccc(OC3CCN(Cc4ccccn4)CC3)cc2)CCN1C (stereo not given)	-4	-5	-0.1	.	4	0.0	2	-28
34	COc1ccc2[nH]c(=O)c(CN(CCc3ccccc3)C(C)=O)cc2c1	-4	.	.	1	-22	.	0	.
35	Cc1cc(NC(=O)CSc2nc3ccccc3c(=O)n2-c2ccccc2)no1	.	6	.	.	8	.	0	-18
36	Cc1cccc(OCCC(=O)Nc2cc(S(=O)(=O)N3CCCCC3)ccc2N2CCOCC2)c1	.	2	-0.8	2	-19	0.0	.	-13
37	CCOC(=O)c1cc(S(=O)(=O)N2CCCC2)cn1C	-1	-5	-0.3	-3	9	0.2	20	-37
38	Nc1ncnc2c1ncn2[C@@H]1O[C@H](C(=O)N[C@@H](CCc2ccccc2)C(=O)NCC(=O)N2CCOCC2)[C@@H](O)[C@H]1O	.	-5	-2.9	.	.	0.3	.	-8
39	Cc1cccc(C)c1NC(=O)CN1CCN(CCCC(c2ccc(F)cc2)c2ccc(F)cc2)CC1	-4	-3	2.1	6	.	-0.1	6	8
40	O=C(Cc1n[nH]c(=O)[nH]c1=O)N/N=C/CCc1ccccc1	.	2	-0.8	-12	4	0.0	11	-1

Sorted by length of the SMILES (smallest number first): some entries from above.
entry	smiles	esBAF inh	ERAP1 HTS inh	F508del corr	ARNT-TACC3 inh	INS-1E GSIS act	Xi reactivation	RAD54 branch	RAD52 inh
34	COc1ccc2[nH]c(=O)c(CN(CCc3ccccc3)C(C)=O)cc2c1	-4	.	.	1	-22	.	0	.
19	O=C(COC(=O)c1ccc2c(c1)S(=O)(=O)N=C1CCCCCN12)NCCc1ccc(F)cc1	-15	-2	1.1	-3	1	0.3	-11	-5
15	Cc1noc(C)c1S(=O)(=O)N(C)C[C@@H]1Oc2c(NS(=O)(=O)c3ccc(F)cc3)cccc2C(=O)N([C@H](C)CO)C[C@@H]1C	.	1	-1.3	.	-18	0.0	.	-128

(listing goes on)
entry	smiles	esBAF inh	ERAP1 HTS inh	F508del corr	ARNT-TACC3 inh	INS-1E GSIS act	Xi reactivation	RAD54 branch	RAD52 inh
41	Cn1nnnc1Sc1ncnc2scc(-c3ccc4c(c3)OCO4)c12	15	6	-7.5	47*	58	0.1	-8	-28
42	CC(NC(N)=O)C(=O)Nc1ccc(Cl)c(S(=O)(=O)Nc2ccc(Cl)cc2)c1 (stereo not given)	.	-2	-5.5	29	11	0.2	.	-2
43	COc1ccc2c3c(n(C)c2c1)[C@H](CO)N(C(=O)c1ccccc1)CC31CN(C(C)=O)C1	.	6	-0.2	.	8	0.0	.	3
44	CCc1ccc(CN(C)C(C)C(=O)NCc2ccccc2)cc1 (stereo not given)	-39	0	0.4	3	-14	0.0	-19	-11
45	CCN(Cc1ccccc1)C(=O)CCS(=O)(=O)c1ccc2c(c1)NC(=O)CO2	3	0	-0.5	-4	27	0.0	7	-15
46	CC(C)CNc1nc(N)c([N+](=O)[O-])c(NC2CCCCC2)n1	2	-2	-0.8	8	20	0.0	-8	-7
47	CN(C)C(=O)c1cccc(-c2ccc([C@@H]3[C@H](CO)N4CCCCN(Cc5cccnc5)C[C@@H]34)cc2)c1	.	-4	1.0	-5	3	0.0	7	1
48	Cc1c(/C=N/NC(=O)c2cccs2)c2ccccc2n1Cc1ccccc1Cl	5	5	-2.0	-15	9	0.0	-12	-26

High-throughput results deposited in PubChem by Broad Institute.
